# High-throughput results from PubChem.
# INS-1E GSIS act: primary screen for activators of insulin secretion dependent on glucose, INS-1E cells, GLuc reporter luminescence; activation, % at 16.6 µM; INS-1E GLuc reporter insulin secretion, 2-3 h; AID 743287; 0.61% of 370,000 active;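 active = lowest replicate activation of at least 40%, so every replicate reaches that level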;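 note: 0% = median of neutral control wells and 100% = median of IBMX positive control wells; some compounds called inactive have numbers as strong as hits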
# ARNT-TACC3 inh: disrupts binding between human ARNT and TACC3 | 0.66% of 390,000 active | Q9Y6A5 | AlphaScreen His-ARNT PAS-B/GST-TACC3 binding, luminescence; TACC3 fragment carries E629A point mutation | inhibition, % at 9.99 µM;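 active = mean inhibition of replicates at least 50% and at least half of replicates each reaching 50%; inconclusive = half or more replicates reach 50% but mean below 50%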;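 note: 0% = complete ARNT plus TACC3 wells and 100% = ARNT alone without TACC3; many hits fall short of the cut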
# PGC1a acetyl inh: lowers PGC1a acetylation signal in U2OS cells; inhibition, % at 15.6 µM; 0.17% of 350,000 active; AlphaScreen anti-acetyl-lysine; with virally co-expressed GCN5 acetyltransferase;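 active = every replicate shows inhibition of at least 40%; inconclusive = mean inhibition at least 40% but some replicate below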;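 note: 0% = neutral control wells and 100% = positive control wells; some results beyond the cut were filed as inactive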
# LGR2 antag: Drosophila LGR2 receptor signaling inhibition | HEK293 LGR2, CRE-luciferase, bursicon-stimulated, 4 h | inhibition, % at 9.99 µM | 0.35% of 380,000 active | AID 720647;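 active = drop in luminescence signal, shown as inhibition above about 50% in the replicate tests, limit read from the data, passing the limit was not always enough; inconclusive = probably only some replicates passing the limit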;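 note: agonist challenge used bursicon conditioned medium at about half maximal strength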
# Cneo AK release: Cryptococcus neoformans lysis via adenylate kinase release | lysis activity, % at 15 µM | AID 651654 | C. neoformans lysis, adenylate kinase release luminescence, 4 h; normalised: neutral wells 0, clomiphene wells 100 | 0.2% of 360,000 active;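 active = mean lysis activity across replicates of at least 80%, whatever share of replicates individually reach that level; inactive = mean lysis activity below 80%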
#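 Material: C. neoformans cells; Schedule: 4 h static compound exposure, 37 °C, read 1 h post-reagent; Measured by: adenylate kinase release luminescence; Read-out: signal increase indicating cell lysis; Controls: Clomiphene as positive lysis control.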
# C2C12 statin: suppression of simvastatin myotoxicity; C2C12 myotubes + simvastatin, ATP luminescence, 48 h; scaled: DMSO 0, geranylgeraniol control 100; AID 602340; 0.78% of 330,000 active; rescue of ATP level, % at 7.49 µM;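 active = mean ATP rescue above about 67%, or every replicate alone reaching that limit, limit read from the data, passing the limit was not always enough; inconclusive = no clear call, values can overlap the other calls; inactive = mean under the limit and some replicate under it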;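 note: myotubes were challenged with 10 µM simvastatin during compound exposure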
# PglD DTNB: blocks C. jejuni PglD acetyltransferase activity; purified PglD enzyme, DTNB colorimetric CoA detection; inhibition, % at 12.5 µM; 0.098% of 360,000 active; in the data active = inhibition above about 16%, passing the limit was not always enough; inconclusive = no clear call, values can overlap the other calls; note: strong numbers were not always called active
# PAX8 reporter: lowers PAX8-driven luciferase in RMG-I cells | RMG-I TPO-luciferase reporter, SteadyGlo, 24 h | inhibition, % at 12.6 µM | 1.2% of 360,000 active | AID 652154;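 active = mean replicate inhibition at least 60% with every replicate also reaching 60%; inconclusive = only one of the two criteria is met; inactive = mean below 60% and not all replicates reaching 60%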;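 note: luciferase light reporting Pax8 driven TPO promoter activity; plate controls were median of neutral control wells for no effect and mitoxantrone controls for full effect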
# An asterisk follows results filed as active; ? = inconclusive; . = not tested or not shown; & = joins results of further samples.
no. | compound | INS-1E GSIS act | ARNT-TACC3 inh | PGC1a acetyl inh | LGR2 antag | Cneo AK release | C2C12 statin | PglD DTNB | PAX8 reporter
1 | C/C=C/c1cnc2c(c1)C(=O)N([C@H](C)CO)C[C@H](C)[C@H](CN(C)C(=O)Cc1ccccn1)O2 | 32 | -10 | 1 | 14 | -7 | -8 | 3 | -21
2 | CCOC(=O)Cn1c(=O)c2c(nc(N3CCCCC3)n2C)n(C)c1=O | . | 0 | 1 | . | -1 | -8 | 2 | .
3 | O=C(CCc1ccccc1)NC(=S)Nc1cc(C(F)(F)F)ccc1N1CCOCC1 | -44 | 2 | -8 | 6 | 22 | -18 | 0 | .
4 | COc1ccc(NC(=O)N[C@@H]2CC[C@H](CCn3cc(-c4ccccc4F)nn3)O[C@@H]2CO)cc1 | -10 | -8 | ? | 18 | 8 | 2 | 3 | -3
5 | CCc1c(C)nc2c(C)cccc2c1SCCC#N | -2 | -10 | . | -5 | . | . | . | 29
6 | Cc1ccc(-c2ccc3c(c2)O[C@@H](CN(C)Cc2ccccc2)[C@H](C)CN([C@@H](C)CO)S3(=O)=O)cc1 | 5 | -3 | 8 | 9 | 6 | -60 | -2 | .
7 | CC(C)NC(=O)Nc1ccc2c(c1)C(=O)N([C@H](C)CO)C[C@H](C)[C@@H](CN(C)C(=O)Cc1ccccc1)OCCCC[C@H](C)O2 | 0 | 97* | 2 | 5 | -1 | . | -3 | 6
8 | CCCCN(CCCC)C(=O)C1CC=CCC1C(=O)O (stereo not given) | -21 | 0 | 3 | -14 | . | -1 | . | -12
9 | O[C@@H]1CN(CC2CCCCC2)[C@@H](c2ccc(Cl)cc2)C[C@H]1n1cc(-c2ccc(F)cc2)nn1 | -2 | . | 11 | 8 | 0 | -6 | 1 | -14
10 | O=C(c1cccc(S(=O)(=O)Nc2ccccc2Cl)c1)N1CCC1 | 23 | 0 | . | -24 | -2 | 0 | -1 | -8

# Other entries
no. | compound | INS-1E GSIS act | ARNT-TACC3 inh | PGC1a acetyl inh | LGR2 antag | Cneo AK release | C2C12 statin | PglD DTNB | PAX8 reporter
11 | N#Cc1c(NC(=O)CSc2nc(N)cc(=O)[nH]2)sc2c1CCCCCC2 | 5 | 1 | -3 | -1 | 0 | 51 | -5 | .
12 | CC(OC(=O)CCC(=O)c1cccs1)C(=O)NC1CCCCC1C (stereo not given) | 18 | 15 | . | 9 | 9 | 2 | 5 | -4
13 | Nn1c(SCC(=O)Nc2ccccc2C(F)(F)F)nncc1=O | -9 | 5 | -2 | 4 | 0 | -5 | -2 | .
14 | COC(=O)C[C@@H]1CC[C@@H]2[C@H](COC[C@@H](O)CN2S(=O)(=O)c2cn(C)cn2)O1 | 8 | -1 | 20 | 8 | -1 | 4 | -7 | -14
15 | O=c1c2ccccc2oc2c1oc1ccccc12 | 18 | -2 | 15 | -95 | 2 | -3 | 1 | -182
16 | C[C@@H]1CN([C@H](C)CO)C(=O)c2cc(NS(=O)(=O)c3ccccc3)ccc2O[C@@H](C)CCCCO[C@H]1CN(C)S(=O)(=O)c1ccccc1 | -15 | 2 | -17 | -5 | 3 | . | 1 | 19
17 | COc1cc(/C=C/C(=O)OCC(=O)NCc2ccco2)cc(OC)c1OC | 6 | -1 | . | -2 | . | . | . | 10
18 | Cc1cc(Nc2ccccc2)n(C(=O)c2ccccc2)n1 | -13 | -1 | -1 | -60 | -1 | . | 8 | -24
19 | C[C@@H]1CN([C@@H](C)CO)C(=O)CCCn2nncc2CO[C@H]1CN(C)S(=O)(=O)c1cccs1 | 6 | -6 | 2 | -7 | 0&2 | -4&-12 | -3&3 | 19&6
20 | O=C(O)CCCSc1nccn1-c1ccccc1 | -6 | -7 | . | 0 | . | . | . | 19

# 7 records picked at random from the list so far, as already listed:
no. | compound | INS-1E GSIS act | ARNT-TACC3 inh | PGC1a acetyl inh | LGR2 antag | Cneo AK release | C2C12 statin | PglD DTNB | PAX8 reporter
15 | O=c1c2ccccc2oc2c1oc1ccccc12 | 18 | -2 | 15 | -95 | 2 | -3 | 1 | -182
20 | O=C(O)CCCSc1nccn1-c1ccccc1 | -6 | -7 | . | 0 | . | . | . | 19
11 | N#Cc1c(NC(=O)CSc2nc(N)cc(=O)[nH]2)sc2c1CCCCCC2 | 5 | 1 | -3 | -1 | 0 | 51 | -5 | .
19 | C[C@@H]1CN([C@@H](C)CO)C(=O)CCCn2nncc2CO[C@H]1CN(C)S(=O)(=O)c1cccs1 | 6 | -6 | 2 | -7 | 0&2 | -4&-12 | -3&3 | 19&6
13 | Nn1c(SCC(=O)Nc2ccccc2C(F)(F)F)nncc1=O | -9 | 5 | -2 | 4 | 0 | -5 | -2 | .
14 | COC(=O)C[C@@H]1CC[C@@H]2[C@H](COC[C@@H](O)CN2S(=O)(=O)c2cn(C)cn2)O1 | 8 | -1 | 20 | 8 | -1 | 4 | -7 | -14
17 | COc1cc(/C=C/C(=O)OCC(=O)NCc2ccco2)cc(OC)c1OC | 6 | -1 | . | -2 | . | . | . | 10

# (next part)
no. | compound | INS-1E GSIS act | ARNT-TACC3 inh | PGC1a acetyl inh | LGR2 antag | Cneo AK release | C2C12 statin | PglD DTNB | PAX8 reporter
21 | COc1cccc(C2(C)NC(=O)N(CC(=O)Nc3ccc(N4CCOCC4)cc3)C2=O)c1 (stereo not given) | 11 | -2 | . | -2 | -1 | 0 | 5 | .
22 | CC(=O)Nc1ccccc1-c1nnc(SCc2ccccc2Cl)[nH]c1=O | . | -6 | . | . | -4 | 7 | 8 | .
23 | O=C(CSc1nnc(-c2cccnc2)s1)Nc1ccnc2ccccc12 | -30 | 2 | . | 9 | . | . | . | 12
24 | CO[C@H]1CN(C)C(=O)c2ccc(NC(=O)c3cc(C)on3)cc2OC[C@@H](C)N(C(C)=O)C[C@H]1C | 10 | -2 | 3 | -10 | -1 | -2 | 1 | .
25 | Cc1nn(-c2cccc(C(F)(F)F)c2)c(Cl)c1/C=N/Nc1cccc(C(=O)O)c1 | -8 | -2 | . | -80 | . | . | . | -60
26 | COc1cc(Cc2nc3ccc(S(=O)(=O)N4CCOCC4)cc3[nH]2)cc(OC)c1OC | . | -16 | -4 | . | 2 | . | 2 | .
27 | O=C(CCN1CCCCC1)NCC[C@@H]1CC[C@H](NS(=O)(=O)c2cccc(F)c2)[C@H](CO)O1 | 2 | -6 | 9 | -9 | 52 | 12 | 2 | -6
28 | CC(=O)c1cc2c(cc1NC(=O)CCc1c(C)nc3ncnn3c1C)OCO2 | 7 | 1 | 3 | -30 | 0 | 7 | -3 | 4
29 | Cc1cccn2cc(CSc3nnc(Nc4ccc(C(C)C)cc4)s3)nc12 | 4 | 1 | . | 8 | . | . | . | 18
30 | COCCCN(CC(=O)NCc1ccccc1)S(=O)(=O)c1ccc(C)cc1 | 3 | -10 | 3 | 8 | 1 | -8 | -6 | -19

# Remaining list, next part:
no. | compound | INS-1E GSIS act | ARNT-TACC3 inh | PGC1a acetyl inh | LGR2 antag | Cneo AK release | C2C12 statin | PglD DTNB | PAX8 reporter
31 | O=C(NCCN1CCOCC1)C1CC(=O)N(c2cccc(C(F)(F)F)c2)C1 (stereo not given) | -1 | -2 | . | -19 | 2 | 10 | 4 | 1
32 | O=C(CN1CCN(C(=O)c2ccccc2)CC1)Nc1ccc(Br)cn1 | 4 | -1 | -1 | 5 | -2 | 6 | 5 | .
33 | Cc1ccc(-c2cc(C(F)F)nc(N3CCOCC3)n2)cc1 | 11 | -3 | . | -18 | . | . | . | 4
34 | COc1ccccc1/C=C/CN1CCCC(CO)(Cc2cccc(Cl)c2)C1 (stereo not given) | -21 | 16 | 15 | 11 | 3 | -6 | 0 | 20
35 | Cc1ccc(N2CCN(C(=O)c3cccs3)CC2)c(C)c1 | -3 | -2 | -29 | 18 | 1 | 2 | 3 | -7
36 | COc1ccc(C(C)(C)C)cc1NC(=O)Cn1cnnn1 | 1 | -19 | . | -16 | . | . | . | -3
37 | Cc1ccc(C(O)Cn2cc([N+](=O)[O-])nc2C)cc1 (stereo not given) | . | -5 | -3 | 2 | -4 | -1 | -2 | 5
38 | CC(C)c1ccc(NC(=O)C2(C)Cc3c(-c4ccc(N(C)C)cc4)ccnc3O2)cc1 (stereo not given) | 17 | . | . | -4 | 0 | -1 | -2 | -14
39 | C[C@H]1CN([C@@H](C)CO)C(=O)c2cc(C#CC3(O)CCCC3)cnc2O[C@@H]1CN(C)C(=O)C1CCCCC1 | 14 | -10 | 3 | -4 | 3 | -12 | 3 | -2
40 | CC1CCCN(Cc2c(O)ccc3c4c(c(=O)oc23)CCCC4)C1 (stereo not given) | 6 | -6 | ? | -13 | 3 | . | 0 | 27

# Other structures follow.
no. | compound | INS-1E GSIS act | ARNT-TACC3 inh | PGC1a acetyl inh | LGR2 antag | Cneo AK release | C2C12 statin | PglD DTNB | PAX8 reporter
41 | CCCC#Cc1ccc2c(c1)O[C@H](CN(C)S(=O)(=O)c1cccc(OC)c1)[C@H](C)CN([C@H](C)CO)S2(=O)=O | 4&-19 | -8&9 | -5&4&0 | 17&5 | -2&0 | -16&-2&-29 | -3&1 | 21&47
42 | Cc1cc(C(=O)COC(=O)c2cc(Cl)ccc2N)c(C)n1Cc1ccco1 | 5 | 33 | . | -42 | . | . | . | 13
43 | CCN(C[C@@H]1[C@@H](c2ccccc2)[C@@H](CO)N1C(=O)C1CC1)C(=O)NC1CCCC1 | -1 | -4 | -2 | 17 | -1 | 5 | 1 | 8
44 | Cc1ccc(C)c(NC(=S)Nc2cccc3cnccc23)c1 | -4 | 33 | ? | ? | . | . | . | 16
45 | COc1ccc(CCNc2c3ccccc3nc3ccccc23)cc1OC | 8 | -13 | 6 | -7 | -3 | . | -7 | -66
46 | COc1ccc(CNC(=O)C[C@H]2C=C[C@@H](NC(=O)c3cccc(F)c3)[C@H](CO)O2)cc1 | -5 | -6 | -2 | -25 | 0 | 1 | 4 | -5
47 | COc1ccc2c3c(n(C)c2c1)[C@@H](CO)N(Cc1ccc2c(c1)OCO2)CC31CCN(C(C)=O)CC1 | 0 | . | -3 | -14 | . | . | . | -5
48 | Cc1noc(C)c1NC(=O)N(C)C[C@H]1Oc2ccc(NC(=O)Nc3cccc4ccccc34)cc2CC(=O)N([C@H](C)CO)C[C@H]1C | 4 | . | 8 | -6 | 0 | 17 | 1 | 5
49 | O=C(COC(=O)CCc1ccc(S(=O)(=O)N2CCOCC2)cc1)NC1CCCCCC1 | . | -21 | 8 | . | . | 6 | . | 11
50 | COC(=O)C1=C(C)Nc2nnnn2C1c1ccc(Cl)cc1Cl (stereo not given) | . | -2 | . | . | 4 | 0 | 3 | .
51 | Cc1ccc(S(=O)(=O)N(C)C[C@@H]2Oc3c(NC(=O)c4cnccn4)cccc3C(=O)N([C@H](C)CO)C[C@H]2C)cc1 | 7 | -14 | -13 | -2 | 3 | -43 | 5 | -7
52 | COc1ccc(C(=O)NC(=S)N2CCC(C)CC2)cc1 | . | -2 | 5 | . | 4 | . | 3 | .
